LDHA inh = LDHA (human) enzyme inhibition; P00338; purified LDHA, NADH/diaphorase-resazurin fluorescence; active compounds read low; activity change, % (values are at about 110 or 230 µM); hit rate 0.15% among 480,000; in the data active means activity change below about -30%; inconclusive means mostly about -25% to -30%;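 further: plate controls were DMSO wells for no effect and wells without enzyme for full effect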
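LDH5 2 nM; NADH 0.06 mM, pyruvate 0.2 mM; 200 mM Tris pH 7.4, EDTA, Tween-20; 5 min RT. Detection: diaphorase 0.133 mg/mL + resazurin 37 µM, fluorescence ex540/em590 at 0 and 20 min; normalized to enzyme-free and DMSO wells.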
12-LOX inh = ALOX12 (human) lipoxygenase inhibition. Potency, µM (doses to about 108 µM), without a hit: at the highest dose activity change, negative = inhibition, hits mostly inhibitors. P18054. purified 12hLO, xylenol orange hydroperoxide absorbance. hit rate 1.1% among 580,000; active means well fitted inhibition curve with a large enough effect; inconclusive means small, poorly fitted or top-dose-only effect, or another doubt; inactive means no such curve, though single readings can be large or run the other way; further: potency means the concentration at half of the fitted maximal effect
Target sequence (P18054 whole entry, looked up): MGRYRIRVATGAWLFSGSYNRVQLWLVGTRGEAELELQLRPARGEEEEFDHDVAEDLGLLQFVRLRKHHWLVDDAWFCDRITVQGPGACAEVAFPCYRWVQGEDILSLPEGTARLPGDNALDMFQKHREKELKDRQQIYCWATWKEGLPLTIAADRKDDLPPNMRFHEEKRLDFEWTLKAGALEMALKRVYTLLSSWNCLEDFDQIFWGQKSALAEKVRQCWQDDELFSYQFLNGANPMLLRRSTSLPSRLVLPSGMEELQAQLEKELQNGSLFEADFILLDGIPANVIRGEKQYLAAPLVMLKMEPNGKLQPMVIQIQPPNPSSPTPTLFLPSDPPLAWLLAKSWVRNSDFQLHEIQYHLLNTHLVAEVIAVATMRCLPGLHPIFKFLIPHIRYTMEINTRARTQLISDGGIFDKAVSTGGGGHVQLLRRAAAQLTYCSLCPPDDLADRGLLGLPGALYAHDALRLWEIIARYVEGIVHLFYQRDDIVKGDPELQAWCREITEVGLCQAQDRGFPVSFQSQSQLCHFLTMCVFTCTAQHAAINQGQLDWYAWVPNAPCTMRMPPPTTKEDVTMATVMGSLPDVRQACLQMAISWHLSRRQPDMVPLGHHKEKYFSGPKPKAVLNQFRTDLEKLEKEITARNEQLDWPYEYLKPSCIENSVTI
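Purified human 12hLO at 150 nM in 25 mM Hepes, 0.01% Triton X-100, pH 7.0, preincubated 15 min at room temperature with compound. Reaction started with 40 uM arachidonic acid, 30 min at room temperature. Hydroperoxide measured by Fe-xylenol orange, 573/405 nm absorbance ratio.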
Active calls of the source: *; ? = inconclusive; [ ] = another dose, or the depositor's remark. Unless noted, on the % scale 0 is the no-effect control and ±100 the full control effect. This is a subset, so the mix of outcomes need not match the whole.

SMILES	LDHA inh	12-LOX inh
CCCCN(C(=S)Nc1cc(F)cc(F)c1)C1CCN(C(C)=O)CC1	3	8%
O=C(NCc1ccccc1)C(c1ccc(F)cc1)N1CCN(C(=O)C2CCCO2)CC1 (configuration not stated)	3	-23%
O=C(NCc1ccccc1Cl)C1CCCN(c2cnc3ccccc3n2)C1 (configuration not stated)	?	?
O=C(c1cccc2ncccc12)N1CCN(CCc2ccccc2)CC1	0	-16%
O=C(N/N=C/c1cc(Br)cs1)c1cccc(Cl)c1	3	-31%
COCCNC(=O)C(C)OC(=O)c1cc2ccccc2[nH]1 (configuration not stated)	-13	-6%
Cc1c(C(=O)NCc2ccc([N+](=O)[O-])cc2)sc(=O)n1Cc1ccc2c(c1)OCO2	-15	-11%
COC(=O)C(C#N)c1nc2ccccc2nc1Cl (configuration not stated)	6	?
Cn1c(-c2ccccc2)c(Sc2ccccc2)c2cc(-c3ccc4cc[nH]c4c3)ccc21	-4	15%
C[C@@H](C(=O)N1CCN(c2ccccc2)CC1)n1cnc2ccccc2c1=O	1	-28%
Cc1ccc(C)c(C(=O)N2CC=C(c3c[nH]c4ccccc34)CC2)c1	15	?
Cc1cc(C)cc(N(C)C(=O)C2CCN(c3nc4ccccc4o3)CC2)c1	8	?
CN1C(=O)c2ccccc2N2C(=O)CCC12C(=O)Nc1ccccc1F (configuration not stated)	0	-30%
Cc1ccc(-n2nc(-c3cccc(C)c3)c(C)c2-c2cccc(C)c2)cc1	9	5%
O=C(NCc1ccncc1)c1cc(-c2ccccn2)nc2ccccc12	-3	3%
CC(=O)c1ccccc1NC(=O)CSc1ncnc2ccccc12	4	34%
O=C(O)CCSCc1c[nH]c2ccccc12	2	?
CC1=C(c2ccc(C)c(C)c2)S(=O)(=O)NC1=NCC(=O)NCc1ccccc1C	0	?
Cn1c(=O)c2[nH]c(N3CCN(c4ccc(F)cc4)CC3)nc2n(C)c1=O	-3	-4%
CN(C)CCCNC(=O)Cn1c(-c2ccccc2)cc2ccccc21	-4	-5%
CC1(C(=O)N2CCCCC2)CCN1C(=O)c1ccccc1CCc1ccccc1 (configuration not stated)	-4	?
CC(NC(=O)CN1CCN(S(=O)(=O)c2ccc(C(C)(C)C)cc2)CC1)c1cccs1 (configuration not stated)	4	?
CN1CCN(CC(O)CN)CC1 (configuration not stated)	-1	7%
CC1CCC(NC(=O)CCCc2c[nH]c3ccccc23)CC1 (configuration not stated)	0	-5%
CNC(=O)NC(=O)C(C)OC(=O)c1ccc(COc2ccc3c(C)cc(=O)oc3c2)cc1 (configuration not stated)	0	?
O=C(CSc1nnc2c3c4c(sc3ncn12)CCCC4)Nc1cccc(Cl)c1	0	0%
COc1ccc2c(C)c(CC(=O)N(C)C3CCS(=O)(=O)C3)c(=O)oc2c1 (configuration not stated)	6	?
Cc1ccc2[nH]cc(C(C(=O)O)N3CCN(C(c4ccccc4)c4ccccc4)CC3)c2c1 (configuration not stated)	0	?
Cc1cccc(NC(=S)NNC(=O)c2ccccc2)c1	-8	?
Cc1ccc2nc(-c3ccc(NC(=O)[C@@H]4CCCN4C(=O)c4cccs4)cc3)sc2c1	0	?
COc1cc(OC)c(/C=C(/C#N)c2cccc(C(F)(F)F)c2)c(OC)c1	-6	-9%
NC(N)=N/N=C1\CCCCC1c1nccc2ccccc12 (configuration not stated)	-10	14%
CONC(=O)COc1ccc(C(C)C)c(C)c1	7	4%
CCC(=O)Nc1cccc(-c2nc3cc(Cl)cc(Cl)c3o2)c1	8	11%
COc1ccc(C(=O)CSc2nnc3c(=O)n(-c4cc(C)cc(C)c4)ccn23)cc1OC	6	?
Cc1nn(-c2ccc(C(=O)OCC(=O)NC(=O)NC3CCCCC3)cc2)c(C)c1Cl	0	0%

The closing 4 compounds of the part above lead into the next.
SMILES	LDHA inh	12-LOX inh
CONC(=O)COc1ccc(C(C)C)c(C)c1	7	4%
CCC(=O)Nc1cccc(-c2nc3cc(Cl)cc(Cl)c3o2)c1	8	11%
COc1ccc(C(=O)CSc2nnc3c(=O)n(-c4cc(C)cc(C)c4)ccn23)cc1OC	6	?
Cc1nn(-c2ccc(C(=O)OCC(=O)NC(=O)NC3CCCCC3)cc2)c(C)c1Cl	0	0%
Cc1cc(O)ccc1-c1cccc2nccn12	-8	7%
CN1CCN(C(=O)c2cc3c(c(-c4cccc(-c5cc6ccccc6o5)c4)n2)[C@H](CCO)N(S(=O)C(C)(C)C)C3)CC1 (some centres not stated)	0	-6%
COCCn1c(N(C)C)nc2c1c(=O)[nH]c(=O)n2C	-1	-8%
O=C(CCn1nc(-c2ccc(Cl)cc2)c2ccccc2c1=O)NC1CCCCC1	3	-9%
O=C(COc1ccc(Cl)cc1Cl)NCCc1csc(-c2ccncc2)n1	6	-6%
Cc1ccc(Sc2ccc(NC(=O)CCC3CCCCC3)cc2)cc1C	10	4%
Cc1oc2cc(OCC(=O)Nc3ccc4c(c3)OCO4)ccc2c(=O)c1-c1ccccc1	6	9%
COc1ccccc1C1=NS(=O)(=O)N(C)C(C(=O)Nc2ccn(Cc3ccc(C)cc3)n2)=C1	14	15%
O=C(OCc1ccc(Cl)cc1Cl)c1c(F)cccc1F	4	0%
CC(C)NC(=O)CNC(=O)c1nc(-c2cccc3[nH]ccc23)no1	6	2%
CCCCCCn1c(N2CCN(CC(N)=O)CC2)nc2c1c(=O)[nH]c(=O)n2C	4	-2%
CCCCN(Cc1cc2cc(C)ccc2[nH]c1=O)S(=O)(=O)c1ccc(Cl)cc1	3	-23%
COc1ccc(NC(=O)c2ccc(-c3c(C)noc3C)c3ccoc23)cc1	-1	-3%
Cc1nc(C)c(C(=O)C2=C(O)C(=O)N(CCN3CCOCC3)C2c2ccc(C(C)C)cc2)s1 (configuration not stated)	6	-26%
COc1ccc(NC(=O)CN2CCc3cc(OC)c(OC)cc3C2c2ccccc2)cc1 (configuration not stated)	-7	14%
COc1ccccc1CN(C)Cc1ccccc1C	1	-9%
CCCC(=O)N(C)CCc1ccccc1	-6	-23%
Cc1c(-c2ccccc2)c(=O)oc2ccc(Br)cc12	-2	-11%
CCN(c1ccccc1)S(=O)(=O)c1ccc(/C=C\c2onc(C)c2NC(=O)C2CC2)cc1	2	-3%
CCn1c(C)cc(C(=O)Cn2cnc3c2c(=O)n(C)c(=O)n3C)c1C	7	1%
Fc1ccc(CSc2nnc(-c3cccnc3)o2)cc1Br	-3	-10%
Cc1c(C(=O)NCc2ccco2)sc(=O)n1Cc1ccc(S(C)(=O)=O)cc1	-3	3%
Cn1cc(C(=O)N2CCN(Cc3ccc(Cl)cc3)CC2)c(-c2ccc3c(c2)OCCCO3)n1	-1	-34%
Cc1ccc(NC(=O)c2ccc3c(c2)CCC3)cc1C	4	25%
O=C(Nc1onc2c1CCCC2)c1ccc(Cl)cc1Cl	0	4%
Cc1cc(C)cc(OCC(=O)Nc2cccc3ccc(C)nc23)c1	-5	-3%
CCN(CC)C(CNC(=O)c1ccc(=O)n(CCOC)n1)c1ccccc1 (configuration not stated)	1	20%
Cc1cc(C)n(CCc2nnc(Nc3ccn(Cc4ccccc4Cl)n3)s2)n1	-4	?
Cc1ccc(S(=O)(=O)N2CCN(C(=O)c3cc4c(s3)CCC4)CC2)cc1	4	?
Cc1ccsc1-c1nc(-c2ccc3c(c2)OCCCO3)cs1	5	-32%
CNC(=O)c1ccc(NC(=O)c2nn(C(C)C)c(=O)c3ccccc23)cc1	-6	-5%
COc1ccc(CNC(=O)c2nc(-c3ccc4cc[nH]c4c3)no2)cc1OC	11	-1%
O=C(Nc1cccc2cnccc12)c1cccc(S(=O)(=O)N2CCCCC2)c1	0	-11%
O=C(Nc1ccc(C(O)(C(F)(F)F)C(F)(F)F)cc1)c1ccc(Cl)cc1	10	-2%
CC(C)NC(=O)c1cc(F)c(F)cc1Cl	0	?
O=c1c2c(-c3ccc(Br)cc3)csc2ncn1-c1ccccc1	4	-13%
COCCn1c(=O)[nH]c(=O)c2c3c(cnc21)C(=O)CC(c1ccccc1)C3 (configuration not stated)	1	16%
Cc1nn(-c2ccccc2)c(C)c1CC(=O)N1CCN(S(=O)(=O)c2ccc(F)cc2F)CC1	4	8%
Cc1onc(-c2ccccc2)c1-c1nnc(CN2CCC(C(=O)N3CCCCCC3)CC2)o1	7	26%
O=C(N/N=C/C1CC=CCC1)C1CCCCC1 (configuration not stated)	8	1%
Cc1ccc(S(=O)(=O)N2CCCN(C(=O)CN3CCOCC3)C2c2ccccc2)cc1 (configuration not stated)	-3	-2%
CC1=C(C(=O)N(C(C)C)C(C)C)CC(CC(=O)NCCc2ccccn2)C(=O)N1Cc1ccc(C(C)(C)C)cc1 (configuration not stated)	-3	4%
CCc1ccc(-n2ccc(=O)c(C(=O)Nc3nnc(C(C)C)s3)n2)cc1	5	-19%
CC(C)(C)c1cc(C(=O)O)c(O)c(C(C)(C)C)c1	2	?
C=CCn1c(SCc2ccc(Cl)cc2)nc2c1c(=O)n(C)c(=O)n2C	6	?
O=Cc1cccn1-c1cccc(F)c1	4	13%
COc1ccc(C2CCCN2C(=O)NCCn2ccnc2)cc1OC (configuration not stated)	1	-10%
CN1CCN(C2CN(Cc3cn(Cc4cccc(Cl)c4)nn3)S(=O)(=O)C2)CC1 (configuration not stated)	2	?
Cc1nn(Cc2ccc(Cl)cc2)c(C)c1NC(=O)COCc1cc(-c2ccco2)on1	5	-13%
CCCCc1ccc(NC(=O)c2nn(CC)c(=O)c3ccccc23)cc1	-4	0%
CC(=O)Nc1cccc(-c2nc3cc(C)ccc3o2)c1C	4	-8%
CCSc1nc(N(CCO)CCO)c2sc3c(c2n1)COC(C)(C)C3	0	-20%
CNC(=O)NC1=C(C#N)C(C)(C)Cc2ccccc21	-2	61%[activator]
COc1cc(C(=O)Nc2ccc(N3CCCC3)nc2)cc(OC)c1OC	2	-5%
O=C(Nc1nnc(C2CC2)s1)C1CC(c2ccccc2)=NO1 (configuration not stated)	11	9%
CCNC(=O)C1(C)CCCN(C(=O)c2ccc(C(F)(F)F)nc2C)C1 (configuration not stated)	-8	19%
Brc1ccc2noc(-c3ccccc3)c2c1	?	-27%
O=c1c(-c2ccco2)nc2ccccc2n1C(CCc1ccccc1)c1nc2ccccc2[nH]1 (configuration not stated)	-4	?
COc1ccc(S(=O)(=O)N2CCn3cccc3C2c2ccc(C)cc2)cc1C (configuration not stated)	2	0%
COc1ccc(NC(=O)C(C)SCCO)cc1 (configuration not stated)	5	?

4 of the entries above in order of their number in 12-LOX inh, low to high.
SMILES	12-LOX inh
Cc1nn(Cc2ccc(Cl)cc2)c(C)c1NC(=O)COCc1cc(-c2ccco2)on1	-13%
CC(=O)Nc1cccc(-c2nc3cc(C)ccc3o2)c1C	-8%
COc1cc(C(=O)Nc2ccc(N3CCCC3)nc2)cc(OC)c1OC	-5%
COc1ccc(S(=O)(=O)N2CCn3cccc3C2c2ccc(C)cc2)cc1C (configuration not stated)	0%

Back to the main list, starting five compounds before the break.
SMILES	LDHA inh	12-LOX inh
CCNC(=O)C1(C)CCCN(C(=O)c2ccc(C(F)(F)F)nc2C)C1 (configuration not stated)	-8	19%
Brc1ccc2noc(-c3ccccc3)c2c1	?	-27%
O=c1c(-c2ccco2)nc2ccccc2n1C(CCc1ccccc1)c1nc2ccccc2[nH]1 (configuration not stated)	-4	?
COc1ccc(S(=O)(=O)N2CCn3cccc3C2c2ccc(C)cc2)cc1C (configuration not stated)	2	0%
COc1ccc(NC(=O)C(C)SCCO)cc1 (configuration not stated)	5	?
Cc1ccc(N2CCN(C(C(=O)Nc3c(C)cccc3C)c3cccc(F)c3)CC2)cc1 (configuration not stated)	-6	3%
NC(=O)C(c1ccccc1)c1ccccc1	5	83%[activator]
CSCCC(c1nc2ccccc2[nH]1)n1c(=O)c(-c2ccco2)nc2ccccc21 (configuration not stated)	-4	?
Cc1ccc(NC(=S)NCC(C)N2CCCCC2C)cc1Cl (configuration not stated)	0	-38%
Cc1ccc(CNCc2ccc(-c3ccc(F)c(Cl)c3)o2)cc1	-4	?
CN(C)c1ccc(CNC(=O)/C=C/[C@H]2O[C@@H](n3ccc(=O)[nH]c3=O)[C@H](O)[C@@H]2O)cc1	1	-9%
CCc1ccc(C(=O)CSc2nc3ccccc3c(=O)n2CCCN2CCOCC2)cc1	3	15%
COc1cc(C2CC(=O)Nc3c2c(C)nn3-c2cc(C)cc(C)c2)ccc1O (configuration not stated)	1	-10%
CC(C)(C)OC(=O)N/N=C/c1cccc(Cl)c1Cl	2	19%
COc1ccc(-c2nc3n(n2)C(c2ccc(Cl)cc2)C2=C(CCCC2=O)N3)cc1OC (configuration not stated)	1	2%
Cc1ccc(NC(=O)CN(C)C(=O)C2CCN(c3ccc(C#N)cn3)CC2)cc1	1	-7%
CCN(CC)S(=O)(=O)c1cccc(C(=O)OCc2nc3ccccc3o2)c1	-3	25%
COc1ccc(S(=O)(=O)N2CCC3(CC2)N=C(c2cccs2)C(=O)N3)cc1OC	-1	-30%
COc1ccc(OC)c(S(=O)(=O)N2CCN(C(=O)C3=Cc4cc(Cl)ccc4OC3)CC2)c1	1	?
CC(C)(C)c1ccc(-c2nnc(SCC(=O)NC(=O)NC3CCCC3)n2Cc2ccco2)cc1	9	?
CC(C)(C)c1ccc2cc(F)cc(F)c2n1	-6	1%
